# Vif imaging – blocks HIV Vif function | HEK293T cells, Vif self-association by quenched fluorescence, imaging, 24 h | inhibition, % at 7.49 µM | 0.35% of 340,000 active; in the data active = inhibition above about 50%, passing the limit was not always enough; note: some results filed as inactive read as strong as hits
# NOD2-RIPK2 inh – NOD2-RIPK2 protein interaction inhibition. AID 624267. CHO BLA complementation NOD2-RIPK2, CCF4 ratio. 0.38% of 360,000 active. inhibition, % at 4.98 µM. O43353; in the data active = inhibition above about 21%;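 note: 0% = vehicle only and 100% = reference blocker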
# TLR9-MyD88 block – inhibitors of human TLR9-MyD88 binding | AID 504734 | CHO BLA complementation TLR9-MyD88, CCF4 FRET ratio | 0.21% of 340,000 active | Q9NR96+Q99836 | inhibition, % at 4.98 µM;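 active = inhibition above the mean over all tested compounds plus 3 SD, cut at about 21% in these data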;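 note: 0% = DMSO only wells and 100% = clavulanate BLA inhibitor control wells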
# SRC1 inh – inhibitors of human steroid receptor coactivator 1 (SRC1). HEK293 GAL4-SRC1 luciferase reporter, luminescence. inhibition, % at 3.6 µM. 0.12% of 360,000 active. AID 588354;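 active = inhibition above the campaign mean plus 3 SD, with each screening campaign given its own cutoff, cut at about 60% in these data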;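 note: 0% = DMSO treated cells and 100% = gossypol at 36 µM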
# EBV LMP1 NFkB – reduces LMP1-driven NF-kappaB luciferase signal; LMP1-induced NF-kappaB luciferase reporter cells, luminescence; inhibition, % at 12.5 µM; 0.69% of 350,000 active; AID 504558; in the data active = inhibition above about 41%;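 note: 0% = neutral control wells and 100% = reference inhibitor control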
# COUP-TFII inh – inhibitors of human COUP-TFII (NR2F2); HEK293T NGFI-A luciferase reporter, luminescence; 0.7% of 370,000 active; P24468; inhibition, % at 8.6 µM;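 active = inhibition above a per-plate cutoff, mean inhibition of test wells between control levels plus 3 SD, cut at about 38% in these data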;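 note: cells cotransfected with COUP-TFII expression vector driving the NGFI-A reporter; 0% = median of COUP-TF2 test wells and 100% = reporter-only cells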
# TROY signal inh – TROY signaling inhibition. AID 1347056. inhibition, % at 10 µM. 0.98% of 360,000 active. Q293 LMP1-TROYcd NF-kB luciferase reporter, 4 h;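 active = compounds whose plate-normalised and pattern-corrected inhibition of the luciferase reporter signal at the single screening dose is 50% or more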
# SRC2 inh – inhibits human steroid receptor coactivator 2; AID 651957; inhibition, % at 9 µM; Q15596; 0.17% of 370,000 active; HEK293 GAL4-SRC2 luciferase reporter, luminescence;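 active = inhibition above the mean inhibition of all tested compounds plus 3 SD, set per campaign, cut at about 52% in these data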;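 note: 0% = DMSO treated cells and 100% = cells given Gossypol at 36 µM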
# NCOA3 inh – inhibits human SRC3 coactivator. HEK293 GAL4-SRC3 luciferase reporter, luminescence. inhibition, % at 3.6 µM. 0.17% of 360,000 active;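 active = inhibition above a per-campaign cutoff, the mean of all compounds plus 3 SD, cut at about 60% in these data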;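 note: 0% = DMSO-treated cells and 100% = gossypol-treated cells at 36 µM; higher means less SRC3-driven luciferase light from the GAL4 reporter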
# Target sequence (Q9Y6Q9 whole entry, looked up, the tested form may be a part): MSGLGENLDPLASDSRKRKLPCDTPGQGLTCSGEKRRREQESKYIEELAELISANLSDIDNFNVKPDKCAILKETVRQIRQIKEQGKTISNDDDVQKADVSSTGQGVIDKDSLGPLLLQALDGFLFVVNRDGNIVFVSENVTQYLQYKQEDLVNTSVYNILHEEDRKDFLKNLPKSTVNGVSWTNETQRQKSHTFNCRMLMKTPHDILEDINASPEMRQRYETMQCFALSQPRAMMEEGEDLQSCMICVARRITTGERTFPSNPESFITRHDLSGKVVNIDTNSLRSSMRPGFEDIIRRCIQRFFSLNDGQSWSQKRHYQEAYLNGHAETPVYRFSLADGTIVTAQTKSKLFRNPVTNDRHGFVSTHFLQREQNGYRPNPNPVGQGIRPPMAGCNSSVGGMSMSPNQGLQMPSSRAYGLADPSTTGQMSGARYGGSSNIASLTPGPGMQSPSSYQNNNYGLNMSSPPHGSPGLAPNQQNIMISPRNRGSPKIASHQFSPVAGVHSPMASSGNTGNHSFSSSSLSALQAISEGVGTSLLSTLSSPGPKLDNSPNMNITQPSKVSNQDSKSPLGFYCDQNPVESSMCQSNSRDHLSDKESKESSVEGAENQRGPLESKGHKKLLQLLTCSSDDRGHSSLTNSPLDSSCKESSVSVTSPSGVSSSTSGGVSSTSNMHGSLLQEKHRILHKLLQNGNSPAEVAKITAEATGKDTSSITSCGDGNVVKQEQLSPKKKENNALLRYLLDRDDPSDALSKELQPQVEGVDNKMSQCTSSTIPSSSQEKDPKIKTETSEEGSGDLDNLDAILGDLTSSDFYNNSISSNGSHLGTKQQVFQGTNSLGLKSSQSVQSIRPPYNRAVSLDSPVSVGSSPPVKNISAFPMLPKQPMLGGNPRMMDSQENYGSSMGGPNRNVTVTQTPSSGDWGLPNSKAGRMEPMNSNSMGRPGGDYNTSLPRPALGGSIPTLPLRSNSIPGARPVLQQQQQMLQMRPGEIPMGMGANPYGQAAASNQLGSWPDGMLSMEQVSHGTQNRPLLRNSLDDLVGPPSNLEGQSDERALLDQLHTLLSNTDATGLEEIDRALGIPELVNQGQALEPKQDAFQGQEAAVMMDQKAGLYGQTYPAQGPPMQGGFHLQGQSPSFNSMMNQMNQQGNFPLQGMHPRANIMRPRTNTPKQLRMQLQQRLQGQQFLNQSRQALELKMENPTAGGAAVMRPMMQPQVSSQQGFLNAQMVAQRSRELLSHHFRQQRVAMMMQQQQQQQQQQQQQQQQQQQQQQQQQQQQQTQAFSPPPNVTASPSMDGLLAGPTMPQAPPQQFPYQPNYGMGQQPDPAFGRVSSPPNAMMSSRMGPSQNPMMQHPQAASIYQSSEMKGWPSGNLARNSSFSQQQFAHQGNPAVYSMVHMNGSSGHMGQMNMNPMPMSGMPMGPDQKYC
# NR5A2 inv ag – inverse agonists of human LRH-1 (NR5A2); AID 602396; HEK293T StAR-luciferase reporter, LRH-1 transfected, 24 h; 0.13% of 360,000 active; O00482; inhibition, % at 3.6 µM;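 active = inhibition above the mean inhibition of all tested compounds plus 3 SD, cut at about 73% in these data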;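 note: 0% = DMSO wells and 100% = reporter-only cells lacking LRH-1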
# C8 TRAIL sens – caspase-8 TRAIL sensitization. NB7+C8 cells + TRAIL, ATPlite viability luminescence. inhibition (viability loss, TRAIL sensitization), % at 10 µM. 1% of 360,000 active. AID 624354;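 active = compounds causing at least 50% loss of cell viability in the single-dose screen, relative to plate controls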
# * marks the source's active call; other numbers are inactive results; . = no result given; & = joins results of further samples. Some of the compounds tested. The share of hits here may be higher or lower than overall.
SMILES	Vif imaging	NOD2-RIPK2 inh	TLR9-MyD88 block	SRC1 inh	EBV LMP1 NFkB	COUP-TFII inh	TROY signal inh	SRC2 inh	NCOA3 inh	NR5A2 inv ag	C8 TRAIL sens
CCOC(=O)c1sc(NC(=O)CN2CCCC2)c(C(=O)OCC)c1C	.	4	0	-30	-16	14	2	10	3	26	1
CCC(=O)OCC(=O)[C@@]1(OC(=O)CC)[C@@H](C)C[C@H]2[C@@H]3CCC4=CC(=O)C=C[C@]4(C)[C@@]3(Cl)[C@@H](O)C[C@@]21C	28	-1	5	-117	-6	-14	9	-17	-53	9	-1
NS(=O)(=O)c1ccc(CCNC(=O)c2ccc(Cl)nc2)cc1	-13	0	-6	1	-11	-13	-17	1	12	-10	-7
CCc1cc(C(=O)NNC(=S)Nc2ccccc2C)cs1	-9	1	2	-112	4	-61	-41	-55	-88	-106	24
Cc1ccc(C(=O)NNC(=O)c2ccccc2)cc1S(=O)(=O)N1CCCCC1	-4	2	2	-7	-3	9	6	-4	17	-9	1
COc1ccc(C)cc1S(=O)(=O)Nc1cccc(C)c1	1	-9	-1	-4	-1	-3	0	11	-12	17	-4
COc1cccc(/C(C)=N/NC(=O)c2cc(-c3cccnc3)nc3ccccc23)c1	1	11	-3	-1	-4	11	8	9	6	25	-5
COc1ccc(C(=O)NCC(=O)OCC(=O)Nc2c(C)n(C)n(-c3ccccc3)c2=O)cc1	-5	-3	6	-4	3	9	-4	-6	0	1	-11
CCOC(=O)C1CCN(S(=O)(=O)c2ccc(Cl)nc2)CC1	17	-6	3	3	2	8	-3	3	19	3	10
COCCCN1CCN(C2Cc3ccccc3Sc3ccc(Cl)cc32)CC1 (centres undefined)	0	-10	7	14	0	-7	13	-22	16	-14	13
CCCCCCNC(=O)Cc1nc2nc(C)cc(C)n2n1	-3	0	2	2	-5	9	11	7	-8	15	-14
C=C1N(C)c2cc([N+](=O)[O-])c(N)cc2C1(C)C	-6	-10	-2	3	8	-8	6	-35	15	-2	7
O=C(CC1C(=O)NCCN1Cc1cccc(F)c1)NCCCOc1cccnc1 (centres undefined)	2	-8	-2	10	0	11	3	26	4	9	-12
CC(C)(C)C(=O)OCc1nc(-c2ccc3c(c2)OCCO3)cs1	-9	-1	-9	-30	-6	-16	43	-30	-31	-19	15
COC(=O)c1cc(=O)n(Cc2cccs2)c(=Nc2ccccc2)s1	-4	-3	11	-16	-5	-2	-15	1	11	10	-15
O=c1c2nccnc2[nH]c(=S)n1Cc1ccccc1Cl	-2	-2	7	8	-1	1	7	-17	0	2	-8
CCOC(=O)C1=C(C)N(Cc2ccccc2)C(=O)NC1c1ccc(OC)cc1 (centres undefined)	6	2	-5	-13	0	4	0	-24	-5	10	-11
O=C(CCC(=O)Nc1ccc(Cl)cc1Cl)NNC(=O)[C@@H]1CCCC[C@@H]1C(=O)O	-5	-15	2	-1	-1	0	6	5	11	11	11
COc1cc(OC)cc(C(=O)NCC(=O)OCC(=O)c2ccc3c(c2)-c2ccccc2C3)c1	-3	-2	-1	3	8	-7	-32	-15	-7	-7	-4
CCCN(CC(=O)Nc1ccccc1C)C(=O)c1ccc(C2SCCS2)cc1	-6	-5	-10	-4	10	-11	-1	23	4	-22	26
O=C(NCc1ccccc1)NC1(C(=O)N2CCCC2)CCCCC1	13	0	3	0	7	-8	-19	-1	16	-27	-13
Cc1ccc(-n2ncc3c(NCCCN4CCCC4=O)ncnc32)c(C)c1	-2	-14	-5	-19	-20	-8	-4	-2	22	13	-5
COc1ccc(-n2ncc3c2CC(C)(C)CC3NC(=O)c2ocnc2C)cc1 (centres undefined)	-16	-8	-10	-1	3	7	29	-15	7	-4	1
CN(CC(=O)Nc1ccccc1Br)C(=O)CCC1CCCC1	-3	2	0	-34	-7	-2	-21	22	-1	-7	18
COc1ccc(N2CC(C(=O)N[C@H](C(=O)NC3CCCCC3)C(C)C)CC2=O)cc1 (some centres undefined)	17	3	-3	-31	-5	3	-4	-11	5	-13	-9
COc1ccc(-c2c(C)c3ccc(O)cc3oc2=O)cc1	17	1	0	-29	-7	-1	-53	-45	-47	-62	14
CNc1cncc(-c2ccccc2NC(C)=O)n1	1	-11	.	-14	.	-5	-5	5	-17	26	-13
Cc1csc(SCC(=O)Nc2ccc(F)cc2Cl)n1	18	-3	7	-5	-23	-4	-13	5	-6	7	5
COC(=O)CSc1nc2c(c(=O)[nH]c(=O)n2C)n1CCC(C)C	3	-16	-2	5	-12	10	15	-15	4	10	6
CCOc1cc2[nH]c(=S)n(C3CCN(Cc4ccccc4)CC3)c(=O)c2cc1OCC	4	2	-9	-27	4	-1	-1	-4	-2	6	17
O=C(OCC(=O)N1CCc2ccccc2C1)c1ccc(OC(F)F)cc1	-3	-8	-6	-22	-1	7	-5	11	19	-5	-21
Cc1ccc(C)c(NS(=O)(=O)c2cc(C(=O)N3CCc4ccccc4C3)ccc2Cl)c1	6	-3	-4	8	11	-6	25	8	-10	7	-2
Cc1cnc(C(=O)OC(C)C(=O)NCc2ccccc2)cn1 (centres undefined)	3	-9	-4	14	-4	-2	6	-1	10	9	16
CC(C)c1nnc(NC(=O)c2ccc3ccccc3c2)s1	-12	6	4	-67	2	-60	1	-60	-115	-167	10
CC(C)(C)OC(=O)NCCc1nnc(SCC(N)=O)o1	-7	-17	-6	14	-3	20	4	8	9	-15	-22
COc1ccc(NC(=O)NC(C)c2ccc3c(c2)OCO3)cc1OC (centres undefined)	-2	1	-5	-12	9	-3	-3	6	12	19	-9
COCC(=O)N1CCC(Oc2ccc(C(=O)N(C)CCCC3CCCC3)cc2)CC1	-24	-19	-1	12	1	26	24	14	27	31	11
CC1CCN(C(=O)COC(=O)c2cc(S(=O)(=O)N3CCOCC3)ccc2Cl)CC1	26	9	3	-11	1	-16	2	0	4	9	6
COC(=O)C1CCCN1C(=O)c1cccs1 (centres undefined)	33	-9	9	-8	-3	-2	2	14	-4	-2	-2
O=C(Nc1ccccc1N1CCN(C(=O)c2ccc(Cl)cc2)CC1)c1cccnc1	-1	4	-13	-6	-1	-3	1	-30	-1	1	1
CC(=O)c1ccccc1NC(=O)COC(=O)c1cc2ccccc2[nH]1	2	-4	-5	-3	-8	17	11	-19	19	26	3
CCn1c(=O)c([N+](=O)[O-])c(NC2CCS(=O)(=O)C2)c2ccccc21 (centres undefined)	4	-2	19	-8	0	16	4	-4	11	10	10
COc1ccccc1NC(=O)C(C)OC(=O)C1CCN(S(=O)(=O)c2ccccc2C(F)(F)F)CC1 (centres undefined)	7	-7	-8	3	2	-7	3	-14	10	-19	6
CCNc1ccc(S(=O)(=O)N(C)C)cc1NCC(=O)Nc1ccc(F)c(Cl)c1	-5	-5	-8	13	-6	7	-11	14	8	8	-9
CCOC(=O)c1c(CN2CCOCC2)n(C)c2cc(Br)c(O)c(CN(C)C)c12	-9&-10	-5&3	2&2	-5&1	14&0	6&-14	19&9	2&15	2&-6	8&-14	-14&-17
COc1cc2ncc(C(=O)c3ccccc3)c(N3CCN(Cc4ccccc4)CC3)c2cc1OC	-2	-6	-7	-5	-3	.	-11	.	-3	-16	-7
COc1ccccc1C(CCNCc1ccc(N(C)C)cc1)c1ccc(OC(C)C)cc1 (centres undefined)	-1	9	-17	5	-24	-1	7	-9	-4	-1	46
COCC(=O)N(Cc1cc2cc(OC)ccc2[nH]c1=O)c1ccccc1OC	8	-11	-6	-3	-6	-5	-14	12	-6	-19	4
CCOc1ccc(-c2n[nH]c(C)c2Oc2ccc(OC)cc2)c(O)c1	5	7	-1	11	-17	-18	-53	-36	-9	16	4
COc1ccc2c(c1OC)C(=O)OC2N1C(=O)CC[C@H]1C(=O)Nc1ccc(F)cc1F (some centres undefined)	-7	-1	-2	-5	-5	-9	-8	-6	4	-36	1
COc1ccc(N=Nc2[nH]c3ccc(C)cc3c2O)cc1	-5	-11	-9	-23	-19	-9	-34	-1	-11	-1	-12
COc1ccc(NC(=O)c2c(F)c(F)c(F)c(F)c2F)cc1Cl	.	-1	-7	-4	1	1	-7	-6	16	28	1
Fc1ccc(C2=Nn3c(Cc4ccccc4F)nnc3SC2)cc1	-7	-6	2	5	-4	2	-11	-38	-7	17	-11
CC1CN(C(=O)c2cc(-c3ccc(Cl)s3)nc3ccccc23)CC(C)O1 (centres undefined)	-13	-1	-2	4	-3	-16	-21	3	12	7	2
CN1CCC[C@H]1CCNc1ccc2c(=O)c3ccccc3n(C)c2c1	.	1	3	-21	-49	-75	-1	-141	-43	-107	7
Nc1nnc(CCc2ccccc2)s1	-15	-3	-1	-7	-6	8	12	-11	-1	2	-11
CCC(=O)OCC(=O)Nc1cc([N+](=O)[O-])ccc1Cl	0	-8	6	-37	-8	-2	-5	0	5	15	0
Cn1cccc1-c1cc(C(=O)N/N=C/c2cc(Br)ccc2O)[nH]n1	10	6	-5	20	33	-9	15	23	31	23	18
Cc1ccc(-c2noc(CCC(=O)NCc3ccco3)n2)cc1	3	3	-4	-13	-3	14	13	-2	-6	-2	-10
COc1ccc(NC(=O)COC(=O)C2COc3ccccc3O2)cc1OC (centres undefined)	0	4	-4	-4	-2	12	4	-4	-11	-4	-2

# More compounds follow.
SMILES	Vif imaging	NOD2-RIPK2 inh	TLR9-MyD88 block	SRC1 inh	EBV LMP1 NFkB	COUP-TFII inh	TROY signal inh	SRC2 inh	NCOA3 inh	NR5A2 inv ag	C8 TRAIL sens
CCOC(=O)n1cc(C(=O)c2ccccc2O)cn1	7	-7	-1	10	-6	1	11	7	18	12	-11
COc1ccccc1C(NC(=O)C1CCN(CCOc2ccc3ccccc3c2)CC1)c1ccccn1 (centres undefined)	-5	-5	.	1	.	7	9	8	8	16	-4
COc1ccc(/C=N/NC(=O)C(=O)NCc2cccnc2)cc1	42	6	-3	-16	-6	-12	-37	-5	-7	5	5
COc1ccccc1CNS(=O)(=O)c1ccc2c(c1)N(C(C)=O)CCO2	3	-9	-15	1	-3	-1	-7	18	-15	5	3
O=C(O)C1(P(=O)(c2ccc(Cl)cc2)c2ccc(Cl)cc2)CCCC1	-15	-1	-1	-3	-2	13	11	4	1	-4	-6
CC(=O)N1CCN(c2ccc(Nc3nc(C)nc4c3oc3ccccc34)cc2)CC1	-4	-6	-15	-14	14	10	-12	25	7	-5	-8
CC(C)Nc1nc(NC(C)C)nc(N(C)n2cnnc2)n1	-3	-1	-9	-11	3	-13	5	13	9	1	0
COC(=O)C1(C(=O)OC)C(C(=O)c2ccccc2)C1c1ccccc1 (centres undefined)	-6	1	3	12	11	8	-9	-17	0	-1	-5
Cc1cc(C)n(C(=O)CCC2COc3ccccc3O2)n1 (centres undefined)	24	0	10	-7	-1	1	-27	6	9	22	-11
O=C(NCC1CC1)c1cc2c(c(-c3cccc(-c4ccccc4F)c3)n1)[C@@H](CCO)N(C(=O)CC1CC1)C2	.	-4	.	.	.	6	8	3	.	6	15

# Compound activity (PubChem)
